Kir21 block – inhibitors of mouse Kir2.1 inward-rectifier potassium channel | P35561 | HEK293-Kir2.1, FluxOR thallium flux fluorescence; active compounds read low | B-score at 10 µM | 310,000 compounds, 0.85% hits | AID 1672;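 active = fluorescence ratio B-score at or below minus 3 SD of library scores, with starting-brightness B-score within 2 SD, cut at about -4.2 in these data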;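 also: channel flux triggered by added potassium and thallium sulfate stimulus; B-score of peak minus minimum fluorescence over baseline after thallium stimulus; more negative B-score means stronger Kir2.1 block with less thallium influx; some compounds called inactive have numbers as strong as hits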
KCNQ2 block – KCNQ2 channel blockers in CHO-K1 cells – cell-based, FluxOR thallium flux, B-score, primary screen (AID 2156) | 20 min; active compounds read low | B-score at 10 µM | 310,000 compounds, 1.1% hits | O88943;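 active = fluorescence ratio B-score at most minus 3 library SDs, with starting brightness B-score within 2 library SDs, cut at about -5.5 in these data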
Target sequence (O88943 whole entry, looked up): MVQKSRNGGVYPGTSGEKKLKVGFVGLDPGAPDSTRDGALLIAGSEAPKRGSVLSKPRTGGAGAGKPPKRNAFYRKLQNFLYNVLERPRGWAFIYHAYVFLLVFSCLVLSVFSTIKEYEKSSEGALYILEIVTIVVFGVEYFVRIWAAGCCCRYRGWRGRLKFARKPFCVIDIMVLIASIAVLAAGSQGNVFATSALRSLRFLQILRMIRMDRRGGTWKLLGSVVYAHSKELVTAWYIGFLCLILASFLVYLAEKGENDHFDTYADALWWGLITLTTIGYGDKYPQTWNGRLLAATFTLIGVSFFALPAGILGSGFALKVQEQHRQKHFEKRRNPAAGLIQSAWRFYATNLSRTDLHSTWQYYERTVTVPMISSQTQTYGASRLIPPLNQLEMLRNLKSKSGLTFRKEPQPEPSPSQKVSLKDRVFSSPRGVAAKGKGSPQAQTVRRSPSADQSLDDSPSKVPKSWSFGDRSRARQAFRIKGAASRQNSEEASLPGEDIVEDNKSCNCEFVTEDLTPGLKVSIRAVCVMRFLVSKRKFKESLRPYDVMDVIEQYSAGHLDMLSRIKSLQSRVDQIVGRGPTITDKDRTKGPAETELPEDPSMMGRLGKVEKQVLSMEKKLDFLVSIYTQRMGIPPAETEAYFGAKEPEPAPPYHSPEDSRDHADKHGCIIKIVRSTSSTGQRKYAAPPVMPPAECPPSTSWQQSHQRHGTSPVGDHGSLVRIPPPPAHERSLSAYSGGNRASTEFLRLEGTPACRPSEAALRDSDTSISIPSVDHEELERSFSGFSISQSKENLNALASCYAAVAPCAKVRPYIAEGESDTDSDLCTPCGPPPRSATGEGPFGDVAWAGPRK
CHT inh – human CHT choline transport inhibition. 310,000 compounds, 0.86% hits. AID 488975. Q9GZV3. CHT-expressing cells, membrane potential dye, choline response; active compounds read low. B-score at 10 µM;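 active = B-score over 3 SD under the library average, and starting fluorescence ratio not unusually high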;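 also: choline stimulus applied at its EC90 after an EC20 pre-addition; B-score computed on integrated fluorescence ratio after choline addition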
Starred values were filed as active, the others as inactive.

O=C(CSc1nnc(-c2ccccc2)o1)N1CCOCC1 was read as Kir21 block 2.8, KCNQ2 block inactive and CHT inh inactive.
Screening COC(=O)c1ccc(NC(=O)c2cc(-c3ccccn3)nc3ccccc23)cc1 returned Kir21 block 0.82, KCNQ2 block inactive and CHT inh inactive.
For Cc1ccc(-n2nc(C)c(C(=O)N3CCN(C(=O)c4ccco4)CC3)c2-n2cccc2)cc1 the results were Kir21 block -0.08, KCNQ2 block inactive and CHT inh inactive.
Screening CCOC(=O)N1CCN(S(=O)(=O)c2ccc(F)c(C(=O)Nc3cccc(C)c3C)c2)CC1 returned Kir21 block 2.1, KCNQ2 block inactive and CHT inh inactive.
For CCn1c(SCC(=O)Nc2ccc(C)cc2)nc2sc3c(c2c1=O)CCN(C)C3 the results were Kir21 block -1.3, KCNQ2 block inactive and CHT inh inactive.
CCNS(=O)(=O)c1cccc(C(=O)c2c(C)cc3ccccn23)c1 was read as Kir21 block -0.64, KCNQ2 block inactive and CHT inh inactive.
For COc1ccc(C(=O)N/N=C/c2ccccc2OC(=O)c2ccccc2)cc1 the results were Kir21 block 0.32, KCNQ2 block inactive and CHT inh inactive.
For O=C(Cn1cc(C(=O)C(F)(F)F)c2ccccc21)Nc1ccccc1F the results were Kir21 block -0.36, KCNQ2 block inactive and CHT inh inactive.
For Cn1c(=O)[nH]c(=O)c2c1nc(SCC(O)CO)n2Cc1ccccc1Cl (configuration not stated) the results were Kir21 block -0.32, KCNQ2 block inactive and CHT inh inactive.
For CCNC(=S)N(CCN(CC)CC)Cc1cc2cc3c(cc2[nH]c1=O)OCO3 the results were Kir21 block 0.7, KCNQ2 block inactive and CHT inh inactive.
For CCc1ccc(NC(=S)Nc2cc(C(=O)O)ccc2N2CC3CC(C2)c2cccc(=O)n2C3)cc1 (configuration not stated) the results were Kir21 block 0.02, KCNQ2 block inactive and CHT inh inactive.
For c1ccc(-c2nn3cnnc3c3ccccc23)cc1 the results were Kir21 block -1.2, KCNQ2 block inactive and CHT inh inactive.
Screening CC1CN(CC(=O)NCc2ccc(Cl)cc2)CC(C)O1 (configuration not stated) returned Kir21 block 2.4, KCNQ2 block inactive and CHT inh inactive.
COc1ccc(CCNC(=O)CSC2=NS(=O)(=O)c3cc(Cl)ccc3N2)cc1OC was read as Kir21 block 2.9, KCNQ2 block inactive and CHT inh inactive.
Cc1ccc(Nc2nc(N)nc(CN3CCc4ccccc4C3)n2)cc1 was read as Kir21 block -0.06, KCNQ2 block inactive and CHT inh inactive.
For CN(CC(=O)Nc1cccc(F)c1)C(=O)CCCc1cccs1 the results were Kir21 block -0.75, KCNQ2 block inactive and CHT inh inactive.
COc1cc(/C=C(\C#N)C(=O)Nc2ccc3c(c2)OCCO3)ccc1O was read as Kir21 block -0.98, KCNQ2 block inactive and CHT inh inactive.
Screening CCn1nc(C(=O)N2CCN(Cc3ccc4c(c3)OCO4)CC2)c2ccccc2c1=O returned Kir21 block 2.5, KCNQ2 block inactive and CHT inh inactive.
Screening C[n+]1cn(CC(O)COCc2ccccc2)c2ccccc21 (configuration not stated) returned Kir21 block 0.34, KCNQ2 block inactive and CHT inh inactive.
`CCOC(=O)c1c(C)[nH]c(C)c1C(=O)COC(=O)c1ccc(OC)c(OC)c1` gave Kir21 block -1.9, KCNQ2 block inactive and CHT inh inactive.
For COc1ccc(Cl)cc1S(=O)(=O)Nc1ccc(Cl)cn1 the results were Kir21 block -0.15, KCNQ2 block inactive and CHT inh inactive.
COCCNC(=O)Cn1nc(-c2ccccc2)c2ccccc2c1=O was read as Kir21 block -0.11, KCNQ2 block inactive and CHT inh inactive.
Screening Cc1ccc(N2C(=O)Nc3ccccc3C2(O)C(=O)N2CCN(c3ccccn3)CC2)cc1C (configuration not stated) returned Kir21 block 0.66, KCNQ2 block inactive and CHT inh inactive.
For N#Cc1c(N)nc(SCC(=O)NCCc2ccccc2)c(C#N)c1-c1cccs1 the results were Kir21 block 1.4, KCNQ2 block inactive and CHT inh inactive.
O=C(CCC(=O)Nc1ccc(Br)cc1)N/N=C/c1ccccc1F was read as Kir21 block -0.2, KCNQ2 block inactive and CHT inh inactive.
`CCCCN(CCCC)C(=O)CSc1nnc(-c2cc(OC)c(OC)c(OC)c2)o1` gave Kir21 block -1.6, KCNQ2 block inactive and CHT inh inactive.
Screening Cn1c(SCC(=O)N/N=C/c2ccncc2)nc2ccccc21 returned Kir21 block -0.22, KCNQ2 block inactive and CHT inh inactive.
Screening N#Cc1ccc(COC(=O)c2cccnc2Cl)cc1 returned Kir21 block 1.1, KCNQ2 block inactive and CHT inh inactive.
`O=C(O)c1cccc(NC(=S)NC(NC(=O)c2ccco2)C(Cl)(Cl)Cl)c1` (configuration not stated) gave Kir21 block 0.93, KCNQ2 block inactive and CHT inh inactive.
Screening O=C(NCc1cccs1)C1CC(c2ccccc2O)=NO1 (configuration not stated) returned Kir21 block 0.52, KCNQ2 block inactive and CHT inh inactive.
COC(=O)CCC(=O)OC1(C)C(=O)C=C2C=C(c3ccsc3)OC=C2C1=O (configuration not stated) was read as Kir21 block 0.56, KCNQ2 block inactive and CHT inh inactive.
COc1cccc2c(O)c(-c3ccccc3)c(=O)[nH]c12 was read as Kir21 block -0.05, KCNQ2 block inactive and CHT inh inactive.
For COc1ccccc1/C=C/CN1CCN(Cc2ccc(F)cc2)C(CCO)C1 (configuration not stated) the results were Kir21 block -0.35, KCNQ2 block inactive and CHT inh inactive.
Cc1ccc(CSC2=NCCN2C(=O)c2ccc(S(=O)(=O)N(C)C)cc2)cc1 was read as Kir21 block -0.97, KCNQ2 block inactive and CHT inh inactive.
For CCOC(=O)c1nnn(-c2nonc2N)c1CNC(C)C the results were Kir21 block 0.67, KCNQ2 block inactive and CHT inh inactive.
Screening Cc1cc(S(=O)(=O)N2CCCCC2)ccc1OCC(=O)N1CCCC1 returned Kir21 block 0.74, KCNQ2 block inactive and CHT inh inactive.
`Fc1cccc(Nc2ncnc3sccc23)c1` gave Kir21 block 0.72, KCNQ2 block inactive and CHT inh inactive.
`CC(C)CC(N=C1NC(C)(C)Cc2ccccc21)C(=O)O` (configuration not stated) gave Kir21 block -0.38, KCNQ2 block inactive and CHT inh inactive.
For COc1ccc2c(c1)c(CC(=O)Nc1cc(C)ccc1C)c(C)n2C(=O)c1ccc(Cl)cc1 the results were Kir21 block -0.04, KCNQ2 block inactive and CHT inh inactive.
O=C(NCc1ccccc1)N1CCC(CO)(CCc2ccccc2)CC1 was read as Kir21 block 1, KCNQ2 block inactive and CHT inh inactive.
COC(=O)c1c(N(S(C)(=O)=O)S(C)(=O)=O)sc2c1CCN(c1ncc(C(F)(F)F)cc1Cl)C2 was read as Kir21 block 0.01, KCNQ2 block inactive and CHT inh inactive.
CCOC(=O)N1CCC(N2CCN(S(=O)(=O)c3ccc(NC(C)=O)cc3)CC2)CC1 was read as Kir21 block -0.7, KCNQ2 block inactive and CHT inh inactive.
O=C(Oc1cccc2cccnc12)c1ccc(Br)o1 was read as Kir21 block 0.14, KCNQ2 block inactive and CHT inh inactive.
`O=C1C=Cc2ccccc2/C1=C/c1[nH]c(=O)[nH]c1O` gave Kir21 block 0.01, KCNQ2 block inactive and CHT inh inactive.
For COCc1c(C(=O)N/N=C/c2ccco2)nnn1-c1nonc1N the results were Kir21 block -0.83, KCNQ2 block inactive and CHT inh inactive.
CSC1=C(C#N)C(c2ccccc2Cl)C(C(=O)c2cccs2)C(O)(C(F)(F)F)N1 (configuration not stated) was read as Kir21 block 0.51, KCNQ2 block inactive and CHT inh inactive.
For CCN1CCN(Cc2nc3c(c(=O)[nH]c(=O)n3C)n2Cc2ccccc2Cl)CC1 the results were Kir21 block 1.7, KCNQ2 block inactive and CHT inh inactive.
Cc1ccc(C(NC(=O)c2ccccc2)C(Cl)Cl)cc1 (configuration not stated) was read as Kir21 block -0.26, KCNQ2 block inactive and CHT inh inactive.

A stretch taken from the entries so far:
For COCc1c(C(=O)N/N=C/c2ccco2)nnn1-c1nonc1N the results were Kir21 block -0.83, KCNQ2 block inactive and CHT inh inactive.
CSC1=C(C#N)C(c2ccccc2Cl)C(C(=O)c2cccs2)C(O)(C(F)(F)F)N1 (configuration not stated) was read as Kir21 block 0.51, KCNQ2 block inactive and CHT inh inactive.
For CCN1CCN(Cc2nc3c(c(=O)[nH]c(=O)n3C)n2Cc2ccccc2Cl)CC1 the results were Kir21 block 1.7, KCNQ2 block inactive and CHT inh inactive.
Cc1ccc(C(NC(=O)c2ccccc2)C(Cl)Cl)cc1 (configuration not stated) was read as Kir21 block -0.26, KCNQ2 block inactive and CHT inh inactive.

An excerpt from above in order of SMILES length, high to low:
CSC1=C(C#N)C(c2ccccc2Cl)C(C(=O)c2cccs2)C(O)(C(F)(F)F)N1 (configuration not stated) was read as Kir21 block 0.51, KCNQ2 block inactive and CHT inh inactive.
CCOC(=O)N1CCC(N2CCN(S(=O)(=O)c3ccc(NC(C)=O)cc3)CC2)CC1 was read as Kir21 block -0.7, KCNQ2 block inactive and CHT inh inactive.
For CCN1CCN(Cc2nc3c(c(=O)[nH]c(=O)n3C)n2Cc2ccccc2Cl)CC1 the results were Kir21 block 1.7, KCNQ2 block inactive and CHT inh inactive.
O=C(NCc1ccccc1)N1CCC(CO)(CCc2ccccc2)CC1 was read as Kir21 block 1, KCNQ2 block inactive and CHT inh inactive.

(listing goes on)
COc1cc(-c2nc(CCNC(=O)c3ccco3)cs2)cc(OC)c1OC was read as Kir21 block -0.35, KCNQ2 block inactive and CHT inh inactive.
CCCC(=O)c1ccc(N2CCN(C(=O)OCC)CC2)c(F)c1 was read as Kir21 block -1.9, KCNQ2 block inactive and CHT inh inactive.
Screening O=C(COC(=O)c1cc2ccccc2oc1=O)Nc1ccc(F)cc1F returned Kir21 block 0.13, KCNQ2 block inactive and CHT inh inactive.
Screening Cc1ccc(NCC(=O)N/N=C/c2ccc(-c3cccc(C(F)(F)F)c3)o2)cc1 returned Kir21 block -1.1, KCNQ2 block inactive and CHT inh inactive.
Screening CC1CCN(S(=O)(=O)c2cc(C(=O)N3CCN(c4ncccn4)CC3)ccc2Br)CC1 returned Kir21 block 2.2, KCNQ2 block inactive and CHT inh inactive.
Cc1ccc(C(=O)O)cc1NC(=S)NCCc1ccccc1 was read as Kir21 block 1.4, KCNQ2 block inactive and CHT inh inactive.
CCc1ccc(OCC(=O)NNC(=O)c2ccc(NC(=O)C3CC3)cc2)cc1 was read as Kir21 block -0.07, KCNQ2 block inactive and CHT inh inactive.
`CNS(=O)(=O)c1cc(NC(=O)CCNC(=O)c2ccco2)ccc1C` gave Kir21 block 2.3, KCNQ2 block inactive and CHT inh inactive.
`Cc1cccc(Nc2nc(N3CCCC3)nc(N3CCCC3)n2)c1` gave Kir21 block -0.12, KCNQ2 block inactive and CHT inh inactive.
Screening COc1ccc(/C(=N\O)c2ncc(C(F)(F)F)cc2Cl)cc1 returned Kir21 block -2.4, KCNQ2 block inactive and CHT inh inactive.
`O=c1c2nnn(-c3ccc(Cl)cc3)c2ncn1Cc1ccccn1` gave Kir21 block 1.4, KCNQ2 block inactive and CHT inh inactive.
`Cn1c(=O)c2c(nc(CN3CCc4ccccc4C3)n2Cc2ccc(F)cc2)n(C)c1=O` gave Kir21 block 1.4, KCNQ2 block inactive and CHT inh inactive.
Screening CCOC(=O)N1CCN(C(=O)c2cc(OC)c(OC)c(OC)c2)CC1 returned Kir21 block -0.07, KCNQ2 block inactive and CHT inh inactive.
`Cn1nc(C(F)(F)F)c(-c2ccccc2)c1NC(=O)c1cccnc1` gave Kir21 block 0.72, KCNQ2 block inactive and CHT inh -5.3*.
Screening Cc1cc(C)c[n+](C[n+]2cc(C)cc(C)c2)c1 returned Kir21 block 1.2, KCNQ2 block inactive and CHT inh inactive.
COc1ccccc1C(=O)Nc1ccc2[nH]ncc2c1 was read as Kir21 block 0.01, KCNQ2 block inactive and CHT inh inactive.
Screening O=[N+]([O-])c1cc(Br)c(OCc2nnc(-c3ccccc3)o2)c(Br)c1 returned Kir21 block -2, KCNQ2 block inactive and CHT inh inactive.
For O=C(Nc1ccccc1N1CCN(C(=O)c2ccc(Cl)cc2)CC1)c1cc(Br)ccc1Cl the results were Kir21 block -0.23, KCNQ2 block inactive and CHT inh inactive.
COc1cccc(Cn2c(NCC(C)C)nc3c2c(=O)n(C)c(=O)n3C)c1 was read as Kir21 block -0.01, KCNQ2 block inactive and CHT inh inactive.
For CCCCn1c(SCC(=O)Nc2cc(C)on2)nc2c1c(=O)n(C)c(=O)n2C the results were Kir21 block -1.2, KCNQ2 block inactive and CHT inh inactive.
`CCOC(=O)C1CCN(C(=O)C(CC)c2ccccc2)CC1` (configuration not stated) gave Kir21 block -0.04, KCNQ2 block inactive and CHT inh inactive.
CCOC(=O)C1C(=O)C=C(/C=C/c2ccc(N(C)C)cc2)CC1c1ccccc1 (configuration not stated) was read as Kir21 block -7.1, KCNQ2 block inactive and CHT inh inactive.
`CCOC(=O)c1cc(NC(=O)CCC(=O)O)ccc1N1CCCCC1` gave Kir21 block 0.47, KCNQ2 block inactive and CHT inh inactive.
Screening CCC(C)N(C(=O)c1csnn1)C(C(=O)NC1CCCC1)c1ccccc1F (configuration not stated) returned Kir21 block -0.11, KCNQ2 block inactive and CHT inh inactive.
For O=C(CCNC(=O)C1CCN(S(=O)(=O)c2ccccc2)CC1)Nc1ccccc1 the results were Kir21 block -0.91, KCNQ2 block inactive and CHT inh inactive.
N#Cc1c(-c2ccc(Cl)cc2)c2c([nH]c1=S)CCCC2 was read as Kir21 block -0.57, KCNQ2 block inactive and CHT inh inactive.
